DAT uptake mod = changed human dopamine transporter uptake under cocaine IC80. Q01959. LLC-PK1 hDAT cells, [14C]-dopamine uptake with cocaine IC80; actives deviate in either direction. B-score at 10 µM. hit rate 1.3% among 110,000. AID 449768;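 active means Z score or B-score, a plate-position-corrected score, falls beyond the plate's 99.7% confidence bounds, in either direction; inactive means both scores lie inside the 99.7% bounds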;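 further: scored against the spread of the other compound wells on the same plate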
Target sequence (Q01959 whole entry, looked up): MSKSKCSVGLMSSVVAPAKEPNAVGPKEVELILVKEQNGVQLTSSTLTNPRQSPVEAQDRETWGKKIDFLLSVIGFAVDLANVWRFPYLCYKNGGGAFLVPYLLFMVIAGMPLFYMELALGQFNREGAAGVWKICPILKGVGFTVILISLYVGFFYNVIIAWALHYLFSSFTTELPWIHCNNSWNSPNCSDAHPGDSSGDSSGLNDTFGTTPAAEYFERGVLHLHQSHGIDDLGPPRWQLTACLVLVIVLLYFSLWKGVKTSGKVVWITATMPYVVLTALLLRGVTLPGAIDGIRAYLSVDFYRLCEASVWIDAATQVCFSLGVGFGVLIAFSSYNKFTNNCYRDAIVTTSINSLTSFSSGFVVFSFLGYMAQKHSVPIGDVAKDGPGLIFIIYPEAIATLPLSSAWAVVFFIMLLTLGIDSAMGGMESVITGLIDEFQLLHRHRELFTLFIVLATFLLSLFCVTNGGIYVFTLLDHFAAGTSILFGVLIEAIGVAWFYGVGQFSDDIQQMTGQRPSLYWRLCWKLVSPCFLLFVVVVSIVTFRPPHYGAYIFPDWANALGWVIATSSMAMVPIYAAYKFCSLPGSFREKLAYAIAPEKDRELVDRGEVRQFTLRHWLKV
HUVEC tox IL1B = toxic to HUVEC cells under IL-1B stimulation | HUVEC cell count loss, Hoechst imaging, IL-1B stimulated | cell count reduction, % at 2 µM | hit rate 0.41% among 94,000 | AID 845;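 active means cell count reduction more than 3 SD above the screen-wide mean, cut at about 70% in these data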;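 further: normalized per plate to untreated control cells as the no-loss baseline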
CYP2C9 inh = inhibitors of human CYP2C9; AID 777; hit rate 20% among 96,000; CYP2C9 Supersomes, luciferin-H conversion, luminescence; inhibition, % at 5 µM; P11712;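 active means blocking of liver enzyme CYP2C9 beyond about 50% at 5 µM, limit read from the data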; further: values of inactives mirror those of a sister screen read the other way
VCAM1 TNFa inh = reduces TNF alpha induced VCAM1 expression in HUVEC. inhibition, % at 2 µM. hit rate 0.48% among 95,000. HUVEC TNFa-induced VCAM-1 immunofluorescence, high-content imaging;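 active means inhibition above the batch mean plus 3 SD, with images confirmed as a hit by eye, cut at about 37% in these data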;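 further: 0% = TNF-stimulated DMSO wells and 100% = unstimulated control wells; not every result past the cut was called active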
HUVEC tox TNFa = toxic to HUVEC cells under TNF alpha stimulation. HUVEC TNFalpha-stimulated, Hoechst cell count, imaging. cell count reduction, % at 2 µM. hit rate 0.17% among 93,000. AID 848;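 active means cell count reduction exceeding the screen mean by over 5 SD, scaled to untreated wells per plate, cut at about 78% in these data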;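 further: cells counted after 24 h of TNF alpha exposure following the 1 h pretreatment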
Calb biofilm kill = kills Candida albicans biofilms | C. albicans biofilm + clotrimazole, Alamar Blue | inhibition, % at 6 µM | hit rate 0.14% among 85,000;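 active means inhibition above 20%; inactive means inhibition below 20%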;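 further: preformed 24 hr biofilms exposed to compound for 48 hr; 0% = biofilm without compound and 100% = blank killed by clotrimazole plus chlorhexidine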
CYP2C9 act = activators of human CYP2C9; recombinant CYP2C9, luciferin-H conversion, luminescence; active compounds read high; factor 1 = untreated enzyme, 0 = blocked; activation factor at 5 µM; hit rate 1.4% among 96,000;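 active means activation factor of 2 or more for CYP2C9 at a 5 µM dose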;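 further: 0 = sulfaphenazole-blocked wells and 1 = vehicle-only wells; values of inactives mirror those of a sister screen read the other way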
CYP2C19 inh = human CYP2C19 inhibition; P33261; CYP2C19 Supersomes, luciferin-H EGE luminescence, 30 min; inhibition, % at 5 µM; hit rate 21% among 96,000; AID 778;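 active means CYP2C19 inhibition above a set limit at 5 µM in the primary screen, cut at about 50% in these data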;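 further: plate controls were negative control wells for no effect and 2.5 mM tranylcypromine positive control for full effect; values of inactives mirror those of a sister screen read the other way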
CYP2C19 activ = activators of human cytochrome P450 2C19. P33261. recombinant CYP2C19, luciferin-H EGE luminescence; active compounds read high; 0 = fully inhibited enzyme, 1 = untreated enzyme. activation factor at 5 µM. 96,000 tested, under 10 active;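 active means activation factor of at least 2 at 5 µM in the primary screen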;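 further: 0 = wells with 2.5 mM tranylcypromine and 1 = vehicle-only wells; values of inactives mirror those of a sister screen read the other way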
* marks the source's active call; other numbers are inactive results; nt = no result given.

SMILES	DAT uptake mod	HUVEC tox IL1B	CYP2C9 inh	VCAM1 TNFa inh	HUVEC tox TNFa	Calb biofilm kill	CYP2C9 act	CYP2C19 inh	CYP2C19 activ
CCCn1c(CN2CCCCC2CC)nc2c1c(=O)n(C)c(=O)n2C (stereo unspecified)	0.63	nt	13	nt	nt	8	0.9	-2	1
Cc1cc(Oc2ccccc2F)nc(NCc2ccccc2)n1	0.76	0	-3	-2	11	5	1	5	1
Cc1nc(N)c(C#N)c(-c2cccnc2)c1C	0.28	-22	-96	22	3	5	2*	3	1
CCCNC(=O)Cc1ccsc1	-0.83	10	nt	17	16	2	nt	nt	nt
CCCCOC(=O)CSc1nnc(-c2cc(OC)c(OC)c(OC)c2)o1	0.091	28	20	-1	0	7	0.8	13	0.9
COc1ccccc1NC(=O)N1CCN(c2ccc(F)cc2)CC1	-0.049	38	nt	-5	-11	9	nt	nt	nt
COc1ccc(CCNC(=O)CSc2nc3c(c(=O)n(C)c(=O)n3C)n2C)cc1OC	-0.77	23	nt	11	0	10	nt	nt	nt
O=C(Cn1c(C(=O)NCc2ccco2)cc2sccc21)c1ccccc1	nt	12	39	0	-15	5	0.6	29	0.7
C=CCNC(=O)CCCc1ccccc1	0.16	nt	4	nt	nt	-2	1	67*	0.3
CCn1nccc1C(=O)Nc1nccs1	-1	-54	-6	-67	2	2	1.1	24	0.8
O=C1Nc2ccccc2C12Nc1ccccc1-c1nc3ccccc3n12 (stereo unspecified)	0.52	19	nt	-1	5	6	nt	nt	nt
O=C(CCN1C(=O)S/C(=C\c2ccccc2)C1=O)N1CCOCC1	-0.57	14	nt	-27	20	nt	nt	nt	nt
COc1cc(Cl)c(S(=O)(=O)NCCN2CCOCC2)cc1Cl	-0.88	-4	-99	12	15	0	2*	82*	0.2
COc1cccc(-c2nnc3sc(-c4ccccn4)nn23)c1	0.33	-8	27	-16	-2	7	0.7	63*	0.4
Cc1ccc(/C=N/NC(=O)C2CCN(Cc3ccc(F)cc3Cl)CC2)o1	0.71	-53	-4	-7	-2	nt	1	4	1
CC12CCC(C(=O)Nc3ccc4c(c3)OCCO4)(OC1=O)C2(C)C (stereo unspecified)	0.61	-94	0	-4	-28	1	1	-14	1.1
CC(C)c1cc(C(=O)NCc2cccnc2)no1	-0.27	4	13	-12	1	7	0.9	26	0.7
Cc1nc2oc3c(NCc4ccccn4)ncnc3c2c2c1COC(C)(C)C2	1.1	nt	-8	nt	nt	4	1.1	-15	1.2
O=S(=O)(NCc1ccc2c(c1)OCO2)c1cccc(S(=O)(=O)N2CCOCC2)c1	-0.49	31	35	27	-10	9	0.7	75*	0.3
CC1=CC(C)C2C(=O)N(CCCN(C)C)C(=O)C2C1 (stereo unspecified)	-0.2	-5	-9	13	-5	4	1.1	-3	1
O=C(CSc1nnc(-c2ccncc2)n1C1CCCCC1)Nc1ccccc1	1.1	0	39	24	-29	2	0.6	45	0.6
COC(=O)C(C(=O)Nc1ccc(OC)cc1)C1CCCCCC1 (stereo unspecified)	-0.29	59	69*	3	-9	2	0.3	92*	0.1
Cn1cnc([N+](=O)[O-])c1Sc1ncccc1N	0.052	-10	6	5	-25	nt	0.9	1	1
Nc1nc(CSc2nnnn2-c2ccc(Cl)cc2)nc(N2CCOCC2)n1	0.061	-20	2	12	-9	13	1	-1	1

Brought forward from above: 2 entries, then new ones.
SMILES	DAT uptake mod	HUVEC tox IL1B	CYP2C9 inh	VCAM1 TNFa inh	HUVEC tox TNFa	Calb biofilm kill	CYP2C9 act	CYP2C19 inh	CYP2C19 activ
Cn1cnc([N+](=O)[O-])c1Sc1ncccc1N	0.052	-10	6	5	-25	nt	0.9	1	1
Nc1nc(CSc2nnnn2-c2ccc(Cl)cc2)nc(N2CCOCC2)n1	0.061	-20	2	12	-9	13	1	-1	1
Cc1occc1C(=O)Nc1c(F)c(F)c(F)c(F)c1F	-0.34	-17	1	-6	-49	6	1	32	0.7
Cc1cc2ccccc2n1CCNC(=O)Cc1ccccc1	0.1	0	81*	10	-3	8	0.2	96*	0
CC(C)SC1=NC(C)(C)C=C(/C=C/c2c(Cl)cccc2Cl)N1	0.69	nt	70*	-3	-14	0	0.3	78*	0.2
CC(C)CCNC(=O)C1CCN(c2nnc(-n3cccc3)s2)CC1	1.6	-39	39	2	-5	5	0.6	24	0.8
Nc1nnc(-c2cn(-c3ccccc3)nc2-c2ccccc2)o1	-0.74	16	22	7	4	nt	0.8	8	0.9
O=C(CSc1nnc(CNC(=O)c2ccco2)o1)c1ccc(Cl)cc1	-0.0075	-17	9	15	12	10	0.9	11	0.9
CCOC(=O)C1CCCN(C(=O)CN(c2ccc(OC)cc2)S(=O)(=O)c2c(C)noc2C)C1 (stereo unspecified)	0.11	-22	11	-3	-10	0	0.9	12	0.9
NC(CC(=O)O)c1cccc(OCc2ccccc2)c1 (stereo unspecified)	-0.47	nt	3	nt	nt	1	1	1	1
COc1cc(NC(=O)c2ccco2)c(OC)cc1NC(=O)CSc1nnc(-c2cccs2)n1C	-0.14	3	15	17	2	8	0.8	-10	1.1
COC(=O)CNc1nc(OC)nc(N(C)C)n1	0.68	-24	-32	5	-16	8	1.3	-21	1.2
Cc1ccc(N(C(=O)Cn2nnc(-c3ccc(C)o3)n2)C(C(=O)NC2CCCC2)c2ccco2)cc1 (stereo unspecified)	0.027	-14	27	-5	-26	8	0.7	11	0.9
CCOC(=O)c1c(C)n(C)c2ccc(OCC(O)CN3CCC(C)CC3)cc12 (stereo unspecified)	0.27	18	-5	11	-8	16	1.1	-2	1

A run of entries from the list above, for reference:
SMILES	DAT uptake mod	HUVEC tox IL1B	CYP2C9 inh	VCAM1 TNFa inh	HUVEC tox TNFa	Calb biofilm kill	CYP2C9 act	CYP2C19 inh	CYP2C19 activ
COC(=O)C(C(=O)Nc1ccc(OC)cc1)C1CCCCCC1 (stereo unspecified)	-0.29	59	69*	3	-9	2	0.3	92*	0.1
Cn1cnc([N+](=O)[O-])c1Sc1ncccc1N	0.052	-10	6	5	-25	nt	0.9	1	1
Nc1nc(CSc2nnnn2-c2ccc(Cl)cc2)nc(N2CCOCC2)n1	0.061	-20	2	12	-9	13	1	-1	1
Cc1occc1C(=O)Nc1c(F)c(F)c(F)c(F)c1F	-0.34	-17	1	-6	-49	6	1	32	0.7
Cc1cc2ccccc2n1CCNC(=O)Cc1ccccc1	0.1	0	81*	10	-3	8	0.2	96*	0
CC(C)SC1=NC(C)(C)C=C(/C=C/c2c(Cl)cccc2Cl)N1	0.69	nt	70*	-3	-14	0	0.3	78*	0.2
CC(C)CCNC(=O)C1CCN(c2nnc(-n3cccc3)s2)CC1	1.6	-39	39	2	-5	5	0.6	24	0.8
Nc1nnc(-c2cn(-c3ccccc3)nc2-c2ccccc2)o1	-0.74	16	22	7	4	nt	0.8	8	0.9
O=C(CSc1nnc(CNC(=O)c2ccco2)o1)c1ccc(Cl)cc1	-0.0075	-17	9	15	12	10	0.9	11	0.9
CCOC(=O)C1CCCN(C(=O)CN(c2ccc(OC)cc2)S(=O)(=O)c2c(C)noc2C)C1 (stereo unspecified)	0.11	-22	11	-3	-10	0	0.9	12	0.9
NC(CC(=O)O)c1cccc(OCc2ccccc2)c1 (stereo unspecified)	-0.47	nt	3	nt	nt	1	1	1	1
COc1cc(NC(=O)c2ccco2)c(OC)cc1NC(=O)CSc1nnc(-c2cccs2)n1C	-0.14	3	15	17	2	8	0.8	-10	1.1
COC(=O)CNc1nc(OC)nc(N(C)C)n1	0.68	-24	-32	5	-16	8	1.3	-21	1.2

The listing continues.
SMILES	DAT uptake mod	HUVEC tox IL1B	CYP2C9 inh	VCAM1 TNFa inh	HUVEC tox TNFa	Calb biofilm kill	CYP2C9 act	CYP2C19 inh	CYP2C19 activ
CC(C)C(NS(=O)(=O)c1ccc2c(c1)OCCO2)C(=O)NCCc1ccccn1 (stereo unspecified)	-0.22	-37	8	-14	-14	3	0.9	32	0.7
Cc1ccccc1NC(=O)Cn1nnc2c(cnn2-c2ccc(F)cc2)c1=O	0.5	-17	4	1	3	nt	1	7	0.9
Cc1ccc(S(=O)(=O)c2nc(-c3ccco3)oc2SCC(=O)NCC2CCCO2)cc1 (stereo unspecified)	-0.16	-1	1	7	-14	-2	1	26	0.7
COc1cc2c(cc1OC)C(C(=O)O)C(c1ccc(C)o1)N(C)C2=O (stereo unspecified)	-1.1	-6	-11	-8	-17	8	1.1	-14	1.1
COc1ccc(CNc2ccccc2SC)cc1OC	0.29	nt	49	-4	9	-2	0.5	83*	0.2
C=CCn1cc(C(=O)NCc2cccnc2)c(=O)c2cc(S(=O)(=O)N(CC)CC)ccc21	2	-33	89*	5	-20	5	0.1	43	0.6
N#CC1=C2Sc3ccccc3N2CCCC1=O	-1.3	-43	-22	4	-1	5	1.2	29	0.7
COc1ccc(C(=O)N2CCN(c3nc4ccccc4o3)CC2)cc1OC	-0.085	-12	20	4	-22	11	0.8	5	1
Cc1ccc2nsnc2c1NC(=O)c1ccc2c(c1)OCCO2	-0.84	-10	24	-10	-13	1	0.8	-8	1.1
c1ccc(C(Cc2nc(-c3cccnc3)no2)c2ccccc2)cc1	0.36	8	53*	5	2	5	0.5	97*	0
CN1CCCCc2c1nc1c(c2N)CCCC1	1.7	-16	2	-7	-17	9	1	-2	1
CC(C)C(NC(=O)c1ccc(Cl)cc1)C(=O)O (stereo unspecified)	0.34	-184	-5	-10	-43	2	1.1	-19	1.2
CCCCN(CCCC)S(=O)(=O)c1ccc(C(=O)Nc2nnc(CSC)o2)cc1	-1.5	-80	5	34	-16	nt	0.9	-11	1.1
COc1cccc(N(CC(=O)Nc2ccccc2C)S(C)(=O)=O)c1	-0.81	22	17	-8	8	nt	0.8	63*	0.4
O=S(=O)(Cc1ccc(Cl)cc1)c1ccccc1-c1nnc(-c2ccccc2)o1	0.23	-34	-12	4	-14	nt	1.1	-12	1.1
CCOC(=O)c1c(-c2ccc(Cl)cc2)cn2ccccc12	-0.7	21	11	1	28	nt	0.9	26	0.7
O=c1cc(-c2ccccc2)n(S(=O)(=O)c2ccc3ccccc3c2)o1	nt	-10	nt	-7	-3	4	nt	nt	nt
CCCCN1CCc2c1nc1ccc(Br)cc1c2N	0.053	14	12	34	10	6	0.9	45	0.6
Cc1ccc(OCc2nnc(SCC(=O)c3ccccc3)n2Cc2ccco2)cc1	0.21	-31	95*	-5	-20	nt	0	97*	0
CN(C)S(=O)(=O)c1ccc(C(=O)Nc2cccnc2)cc1	-0.75	11	27	7	16	-5	0.7	12	0.9
Cc1ccc(N2CC(C(=O)Nc3nnc(C(C)C)s3)CC2=O)cc1 (stereo unspecified)	0.68	-26	58*	-29	-4	0	0.4	2	1

Compounds were not picked by outcome. Share with any hit: about 29%.
